# Screening data: PubChem, Sanford-Burnham Center for Chemical Genomics
# MPTP inh = inhibitors of mitochondrial permeability transition pore; isolated mouse mitochondria, Ca2+ swelling absorbance, 30 min; inhibition, % at 10 µM; 1.4% of 360,000 active; AID 602449;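 active means inhibition of 50% or more, scaled per plate between neutral and stimulator controls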;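 further: 0% = DMSO wells given calcium and 100% = 1 mM EGTA wells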
# APOBEC3A inh = human APOBEC3A DNA deaminase inhibition; inhibition, % at 20 µM; recombinant A3A, FAM/TAMRA ssDNA deamination fluorescence; P31941; 0.41% of 330,000 active;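 active means at least 40% inhibition at 20 µM here, with at most 30% in a related deaminase screen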;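 further: plate controls were A3A with DMSO for no effect and wells lacking A3A enzyme for full effect; some results filed as inactive read as strong as hits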
# GRIN3A LBD mod = NR3A (human) ligand-binding domain modulation; NR3A LBD differential scanning fluorimetry, Tm shift; 0% = protein alone, 100% = glycine-bound protein; Tm shift relative to glycine control, % at 25 µM; 2.5% of 340,000 active; AID 1259313;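 active means melting temperature shift of at least 10% of the positive control shift, at one fixed dose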
# hIAP activ = human IAP activation | purified human IAP, CDP-Star luminescence, 30 min; stronger effect = higher value; 1 = vehicle-only enzyme, 0 = enzyme-free background | P09923 | activation factor at 10 µM | 0.16% of 330,000 active;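 active means activation factor of the enzyme at least 2-fold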; further: the source names both 10 and 20 µM as test concentration; values of inactives mirror those of a sister screen read the other way
# Target sequence (P09923 whole entry, looked up): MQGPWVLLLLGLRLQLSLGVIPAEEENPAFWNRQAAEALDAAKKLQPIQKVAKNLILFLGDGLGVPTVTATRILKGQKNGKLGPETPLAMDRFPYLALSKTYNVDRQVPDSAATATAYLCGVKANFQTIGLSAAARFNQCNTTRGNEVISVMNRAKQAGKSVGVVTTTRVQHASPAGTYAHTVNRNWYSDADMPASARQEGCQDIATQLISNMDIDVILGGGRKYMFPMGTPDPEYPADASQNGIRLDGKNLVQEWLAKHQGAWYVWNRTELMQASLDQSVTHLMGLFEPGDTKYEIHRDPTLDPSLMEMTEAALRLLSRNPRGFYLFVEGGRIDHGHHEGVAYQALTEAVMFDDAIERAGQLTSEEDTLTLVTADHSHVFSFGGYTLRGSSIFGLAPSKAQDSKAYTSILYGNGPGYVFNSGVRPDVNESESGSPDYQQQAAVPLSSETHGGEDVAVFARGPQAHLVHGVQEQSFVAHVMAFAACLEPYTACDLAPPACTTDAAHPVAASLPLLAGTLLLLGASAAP
# hIAP block = blocks human intestinal alkaline phosphatase | 0.12% of 330,000 active | purified IAP, CDP-Star luminescence, 30 min | inhibition, % at 10 µM;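 active means inhibition reaching a set limit with compound at 10 µM in the primary screen, cut at about 35% in these data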;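 further: plate controls were DMSO wells with enzyme for no effect and no-enzyme buffer wells for full effect; values of inactives mirror those of a sister screen read the other way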
# beta cell repl = MIN6 beta-cell proliferation induction | AID 2380 | proliferation, % at 10 µM | 0.29% of 330,000 active | MIN6 cells proliferation, ATPlite luminescence, 48 h; cells starved in 0.2% serum; 100% = growth in 10% serum;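 active means compounds whose signal lies at least 3.5 SD above the mean of all wells on their plate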;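 further: 0% = DMSO-treated cells in low-serum medium and 100% = 10% serum control; some compounds called inactive have numbers as strong as hits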
# mIAP inh = mouse IAP inhibition | AID 2806 | inhibition, % at 10 µM | purified mouse IAP, CDP-Star luminescence, 30 min | 0.2% of 330,000 active;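 active means inhibition of at least 40% at 10 µM in the primary screen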;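 further: plate controls were DMSO with enzyme for no effect and no enzyme wells for full effect; values of inactives mirror those of a sister screen read the other way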
# APOBEC3G inh = inhibitors of human APOBEC3G DNA deaminase. Q9HC16. inhibition, % at 20 µM. recombinant A3G, ssDNA deamination FAM/TAMRA fluorescence. 0.28% of 330,000 active;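 active means inhibition of at least 40% at 20 µM, with no more than 30% in the related APOBEC3A deaminase screen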;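 further: plate controls were DMSO wells with A3G for no effect and wells lacking A3G enzyme for full effect; some compounds called inactive have numbers as strong as hits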
# Target sequence (Q9HC16 whole entry, looked up): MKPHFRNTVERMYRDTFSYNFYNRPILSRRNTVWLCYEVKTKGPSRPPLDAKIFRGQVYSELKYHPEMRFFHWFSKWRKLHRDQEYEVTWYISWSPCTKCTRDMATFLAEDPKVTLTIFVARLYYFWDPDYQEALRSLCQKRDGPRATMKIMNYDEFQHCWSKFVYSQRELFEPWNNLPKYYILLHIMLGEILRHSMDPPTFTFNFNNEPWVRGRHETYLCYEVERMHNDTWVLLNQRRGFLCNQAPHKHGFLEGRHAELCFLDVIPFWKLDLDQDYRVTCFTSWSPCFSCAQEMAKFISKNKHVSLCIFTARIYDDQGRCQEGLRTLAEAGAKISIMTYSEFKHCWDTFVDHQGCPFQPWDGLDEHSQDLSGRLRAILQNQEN
# mIAP act = mouse IAP activation. muIAP, CDP-Star luminescence, 30 min; stronger effect = higher value; 1 = vehicle-only enzyme signal, 0 = enzyme-free wells. activation factor at 10 µM. 0.24% of 330,000 active. AID 2805;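 active means activation factor of at least 2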; further: the source names both 10 and 20 µM as test concentration; values of inactives mirror those of a sister screen read the other way
#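 Assay system: mouse IAP enzyme; Reagent: CDP-Star chemiluminescent phosphatase substrate; Compound: DMSO-dissolved test compounds; Incubation: 30 min, room temperature; Technique: luminescence from enzymatic CDP-Star hydrolysis; Controls: DMSO-only wells and no-enzyme negative control.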
# The depositor's hits bear a star; x = no result given.
SMILES	MPTP inh	APOBEC3A inh	GRIN3A LBD mod	hIAP activ	hIAP block	beta cell repl	mIAP inh	APOBEC3G inh	mIAP act
CC(C(=O)OCC(=O)NC1CCCCC1)N1C(=O)c2ccccc2C1=O (stereo not given)	1.0	-4.8	0.2	1.02	-1.9	0.4	-3.3	-8.1	1.03
CCOC(=O)C1CCN(c2ncnc3c2cnn3-c2ccc(Cl)cc2)CC1	-2.1	-3.2	-0.1	1.05	-5.0	0.0	5.3	-3.9	0.947
CCn1ncc(Br)c1C(=O)Nc1c(C)nn(Cc2c(F)c(F)c(F)c(F)c2F)c1C	0.7	0.7	-1.0	0.968	3.2	-3.1	8.1	-1.0	0.919
COc1cc(OC)cc(-c2nnc(SCC(=O)N3CCCCC3)o2)c1	-1.2	-0.8	0.9	1.03	-3.3	-2.2	10.4	-5.6	0.896
N#Cc1c(C(F)(F)F)cc(-c2cccs2)nc1SCc1ccc(Cl)nc1	0.6	1.1	-1.4	0.947	5.3	-2.4	10.1	-7.6	0.899
O=C(Nc1cccc(O)c1)c1ccc(Br)cc1	-2.0	-1.7	5.2	1.16	-15.5	-2.6	-4.1	-2.7	1.04
Cc1ccc(NC(=O)CSc2nnc(N)s2)cc1S(=O)(=O)N1CCCCC1	0.5	4.3	1.9	0.958	4.2	-2.1	0.0	-6.2	1
CC(C)CC(O)C1CCN(C(=O)CCc2nnc(-c3ccc4c(c3)OCO4)o2)CC1 (stereo not given)	0.4	-0.4	-3.3	1.11	-10.8	-3.5	-0.4	-8.3	1
CC1Cc2ccccc2N1c1ncnc2nc[nH]c12 (stereo not given)	0.7	-2.2	0.3	1.39	-38.8	-0.8	24.9	-3.8	0.751
COc1nc(C)ccc1-c1noc(-c2ccccn2)n1	0.1	-1.0	-0.5	1.01	-1.2	-2.6	8.4	-3.9	0.916
CCCNC(=O)c1nc(C)c(C)nc1C(=O)Nc1cccc(Cl)c1	1.3	1.4	0.4	0.969	3.1	1.3	-1.3	-1.3	1.01
O=C(CCCCCn1c(=O)[nH]c2ccsc2c1=O)NCc1ccc(F)cc1	0.0	-1.3	2.8	0.904	9.6	-2.3	2.5	-0.1	0.975
O=C(CN1CCN(Cc2ccccc2Cl)C1=O)NCc1cccnc1	0.1	-0.6	-0.8	0.919	8.1	2.3	7.8	-7.0	0.922
Nc1cc(S(=O)(=O)Nc2cc(Cl)ccc2Cl)ccc1N1CCOCC1	61.1*	1.0	-4.2	0.851	14.9	-5.8	3.3	48.3*	0.967
O=C(c1[nH]ncc1[N+](=O)[O-])N1CCOCC1	0.3	0.5	1.5	1.07	-7.2	4.0	1.6	0.0	0.984
COc1cccc(/C=N/Nc2cc(C)nc(-c3ccccc3O)n2)c1O	5.8	1.0	30.6*	1.6	-59.9	-5.9	7.8	-0.8	0.922
CCNC(=O)c1ccccc1SCC(=O)Nc1ccc(F)cc1	0.3	4.9	0.8	0.917	8.3	-2.7	14.2	0.2	0.858
OCC1(Cc2ccc(F)cc2)CCCN(CCc2ccccc2)C1 (stereo not given)	0.6	-3.3	-3.0	1.16	-16.2	-1.9	-1.9	-6.7	1.02
COc1ccc(C(=O)/C=C(\C)NCc2ccc3c(c2)OCO3)cc1	-0.9	-0.2	1.5	1.1	-10.4	-2.4	6.5	-3.9	0.935
COc1ccccc1N1CCN(C(=O)CCCCn2c(=O)[nH]c3ccsc3c2=O)CC1	0.1	4.2	2.2	0.805	19.5	1.5	6.9	-5.4	0.931
COc1ccc(C)cc1S(=O)(=O)N1CCN(C)CC1c1ccccc1 (stereo not given)	0.8	-3.1	0.5	0.84	16.0	-4.4	-2.9	-2.9	1.03
CCc1cccc(NS(=O)(=O)c2csc(C(N)=O)c2)c1	-1.4	-3.8	-0.7	1.04	-3.9	6.7	6.4	-7.2	0.936
C=CCn1c(Sc2nc(C)cs2)nc2c1c(=O)[nH]c(=O)n2C	0.4	4.1	0.6	0.913	8.7	1.3	1.6	4.7	0.984
COc1ccc(N(CC(=O)Nc2ccc(C)cn2)S(=O)(=O)c2c(C)nn(C)c2C)cc1	-0.5	0.9	2.2	0.942	5.8	8.6	0.8	-6.8	0.992
C=CCn1c(=N)n(CC(=O)c2ccc(Br)cc2)c2ccccc21	1.1	-2.9	1.9	1.16	-15.8	-3.8	11.8	-1.8	0.882
CCC(=O)Nc1ccccc1C(=O)OCC(=O)c1cccc2ccccc12	1.9	-0.8	-5.7	1.13	-12.9	-4.2	5.8	-0.8	0.942
COc1ccc(NS(=O)(=O)c2ccc(C)cc2)c([N+](=O)[O-])c1	2.2	6.3	-1.3	0.952	4.8	-3.1	-3.6	-0.2	1.04
Cc1ccsc1/C=C/C(=O)O	1.2	-1.7	-0.3	1.03	-3.2	2.3	2.6	-3.3	0.974
CC1(C)C2CCC1(CS(=O)(=O)N1CCCC1C(=O)O)C(=O)C2 (stereo not given)	0.9	-6.1	-0.6	0.879	12.1	-0.7	2.3	-5.2	0.977
COc1ccccc1N=c1sc2ccccc2n1C	-0.8	-1.4	0.3	0.934	6.6	0.0	-3.8	-4.3	1.04
CCCC(=O)Nc1c(-c2cccc(C)c2)c(=O)c2ccccc2n1C	-0.6	0.7	-2.0	0.87	13.0	-0.6	-1.6	-1.5	1.02
CC(=O)NCCNC(=O)c1ccc(Sc2ccccc2)c([N+](=O)[O-])c1	-2.1	-0.9	-4.9	1.08	-8.1	-0.8	-4.9	-6.4	1.05
CCOC(=O)c1[nH]c(C)c(C(=O)Nc2ccc(F)cc2)c1C	-2.0	-6.5	-2.2	0.758	24.2	-0.9	5.4	-1.3	0.946
COc1ccc(CC(=O)Nc2nc3ccccc3s2)cc1S(=O)(=O)N1CCOCC1	1.6	1.0	1.7	0.994	0.6	-2.8	3.7	-3.7	0.963
COc1cccc(NC(=O)NC2CCN(Cc3nnnn3Cc3ccc4c(c3)OCO4)CC2)c1	1.9	2.6	2.9	1.48	-47.8	-3.7	-149.9	-0.5	2.5*
Cc1ccc(-c2nc(CS(=O)(=O)CC(=O)Nc3cc(F)ccc3F)c(C)o2)cc1	-0.4	2.0	1.7	1.08	-7.9	-6.5	-12.2	-3.0	1.12
CCOC(=O)/C(=C/C1=CC(=C/N(C)C)/C(=O)O1)C(C)=O	0.2	0.7	0.2	0.992	0.8	-0.3	23.5	27.2	0.765
CCCCCOc1ccc(C(=O)CCC(=O)N2CCCC2)cc1	-1.5	-3.0	-0.4	1.08	-8.0	-0.8	-6.9	-4.9	1.07
CCn1c(NC(=O)/C=C/c2ccc(F)cc2)nc2ccccc21	2.0	-2.3	1.6	1.13	-13.1	-4.1	9.1	-7.8	0.909
CCCCNC(=O)Cc1coc2ccc3ccccc3c12	2.4	1.4	0.5	1.51	-51.3	-6.3	-1.3	-3.4	1.01
O=c1nc2n(c3cccc(Cl)c13)CCCCC2	-0.3	6.2	-1.9	1.09	-8.8	-1.6	4.8	1.1	0.952
COc1ccc(C(CNC(=O)c2cc(=O)[nH]c3ccccc23)N2CCCC2)cc1 (stereo not given)	-3.2	-1.5	-0.3	0.976	2.4	-1.8	-14.6	-3.9	1.15
O=C(N/N=C/c1ccccc1[N+](=O)[O-])c1cccs1	2.7	-0.7	-0.2	1.11	-11.4	-0.3	-0.4	-4.6	1
CCOC(=O)C1=C(C)N(CCO)C(=O)NC1c1cccc(O)c1 (stereo not given)	2.9	0.5	-1.3	1.15	-14.8	-2.7	-6.2	-2.0	1.06
Cc1cc(N2CCN(c3ccccc3)CC2)n2ncnc2n1	0.6	-0.7	0.3	1.08	-8.3	-2.4	-6.3	-8.5	1.06
C=CCN1c2ccccc2[C@]23C[C@@H](C(=O)OC)N(C(=O)c4ccco4)C2=NC(C(=O)OC)=C(C(=O)OC)[C@H]13	0.1	-3.4	-1.0	1	-0.4	-2.3	-2.1	-7.0	1.02
CCOC(=O)N1CCN(C(=O)C(CC)c2ccccc2)CC1 (stereo not given)	-0.6	-1.9	-4.8	0.811	18.9	0.0	3.4	-15.4	0.966
Cc1ccc(NC(=O)c2ccc(OCc3c(C)noc3C)cc2)cc1	x	-1.1	x	1.04	-3.7	0.7	-5.8	-4.7	1.06
COc1ccc(OC)c(NC(=O)CN2CCc3ccccc3C2)c1	-0.3	2.1	0.8	1	-0.2	0.3	-1.7	-10.1	1.02
Brc1ccc(OCc2nnnn2-c2ccccc2)cc1	-1.9	3.3	-0.5	1.09	-9.1	1.8	-9.0	12.4	1.09

# Other records follow.
SMILES	MPTP inh	APOBEC3A inh	GRIN3A LBD mod	hIAP activ	hIAP block	beta cell repl	mIAP inh	APOBEC3G inh	mIAP act
O=C1NC(=O)/C(=C\c2ccc(Oc3cnccn3)cc2)S1	1.8	-3.9	-3.6	0.855	14.5	1.5	5.2	-6.1	0.948
O=C(Cn1nc2sc3ccccc3n2c(=O)c1=O)c1cccs1	0.6	1.4	-1.4	0.942	5.8	-1.9	-4.9	-4.2	1.05
CCCN1C(=O)CC(c2ccco2)Sc2ccccc21 (stereo not given)	7.8	16.0	0.9	0.982	1.8	0.0	4.7	-1.6	0.953
COc1ccc2c(c1)c(CC(=O)OC(C)C(=O)N(C)C)c(C)n2C(=O)c1ccc(Cl)cc1 (stereo not given)	1.5	-2.5	-0.7	0.807	19.3	0.0	7.9	-11.6	0.921
O=C(Nc1ncc(Cl)cn1)c1cccs1	2.8	-2.4	4.1	1.05	-4.7	1.3	-12.1	-5.6	1.12
COc1cc(OC)c2c(OC)cccc2n1	1.8	1.8	-3.9	1.09	-9.3	0.3	-1.3	-0.1	1.01
COC(=O)C1=CN(Cc2ccc(OC)c(OC)c2)C=C(C(=O)OC)C1c1cccc(O)c1	0.9	-4.3	-1.6	1.14	-13.9	-0.9	-10.9	-1.4	1.11
Cc1ccccc1C(=O)N[C@H](C(=O)OCC(=O)c1ccc[nH]1)C(C)C	-0.1	2.3	-2.5	1.01	-1.1	-2.3	0.0	-1.0	1
O=C(O)C1CC=CCC1C(=O)NCCc1csc(-c2ccccc2)n1 (stereo not given)	-0.6	-2.0	5.4	1.18	-17.5	1.7	6.3	0.6	0.937
Cc1cc([N+](=O)[O-])nn1Cc1c(F)c(F)c(F)c(F)c1F	-1.2	0.4	1.5	0.797	20.3	1.1	3.0	-3.7	0.97
Cc1cccc(C(=O)NCC(=O)OCC(=O)NC2CCCCC2)c1	0.1	1.7	3.3	0.963	3.7	-0.7	5.7	13.3	0.943
O=C(CN1CCCC1c1cccs1)Nc1cccc(S(=O)(=O)N2CCCC2)c1 (stereo not given)	0.0	-5.7	1.4	0.978	2.2	-1.3	-1.4	-6.6	1.01
COCCNC(=O)CSc1ccc(-c2nc3ccccc3[nH]2)cn1	3.6	-5.3	-1.1	1.32	-32.2	0.9	1.0	-3.1	0.99
CCOc1cccc(-c2c(C(=O)N/N=C/c3ccc(C)s3)nnn2-c2nonc2N)c1	1.3	3.9	21.4*	0.869	13.1	-1.5	2.8	7.7	0.972
Nn1c(SCC(=O)Nc2ccccc2F)nc2ccccc2c1=O	-1.2	9.3	0.2	1.28	-27.6	-1.9	10.9	4.4	0.891
